Nrf2 activator – qHTS of Nrf2 Activators; AREc32 ARE-luciferase reporter (MCF7-derived line), luminescence, 24 h; Potency, µM (top dose mostly 46.1 µM), without a hit: at the highest dose activation, hits mostly activators; 0.31% of 410,000 active; AID 624171, 2012; further: potency means the concentration at half of the fitted maximal effect; % of control where 0% means no effect; nearly all actives have a fitted effect of over 65% in size
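Steps: seed AREc32_Fluc cells (1000/well, 5% FBS OPTI-MEM); incubate overnight at 37 deg C; add 23 nL compound; incubate 24 hr; add Steady-Glo; hold 30 min RT; read luminescence.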
TGFb SMAD3 inh – qHTS for Inhibitors of TGF-b. HepG2 CAGA-GFP TGF-b/SMAD3 reporter, GFP fluorescence, 18 h; TGF-beta stimulated, 500 pg/mL final. Potency, µM (doses to about 46.1 µM), for inactives: at the top dose activity, negative = inhibition, usual class: inhibitors. 1.2% of 410,000 active; further: potency means the concentration at half of the fitted maximal effect; on the % scale 0 is the no-effect control and ±100 the full control effect; nearly all actives have a fitted effect of over 65% in size
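Read-out: total well GFP (ex488/em500-530) summed from mean per-cell fluorescence. Cells: HEPG2 CAGA-GFP, 1% FBS DMEM, 18 h at 37 degrees C with 500 pg/mL final TGF-beta. Unstimulated wells served as the full-inhibition control; stimulated DMSO wells = 0%.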
Nrf2 inh – Nrf2 qHTS screen for inhibitors; A549 ARE-Fluc reporter, luciferase luminescence, 18-24 h; Potency, µM (doses to about 46 µM), for the others: at the top dose activity change, negative = inhibition, usual class: inhibitors; 2.1% of 360,000 active; AID 504444, 2011; further: potency means the concentration at half of the fitted maximal effect; on the % scale 0 is the no-effect control and ±100 the full control effect; nearly all actives have a fitted effect of over 60% in size
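Concentration-response testing used A549 ARE_Fluc cells at 5000 cells/well. Following an 18-24 h compound incubation, viability was read by fluorescence (Ex 405/Em 525) and luciferase output by luminescence.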
EPAC2 antag – qHTS for Antagonist of cAMP-regulated guanine nucleotide exchange factor 2 (EPAC2): primary screen. 0.18% of 360,000 active. Rap guanine nucleotide exchange factor 4 (Homo sapiens), Q8WZA2. EPAC2 GEF exchange of Rap1B-BODIPY-GDP, fluorescence. Potency, µM (highest dose often 114 µM), for the others: at the highest dose activity, negative = inhibition, hits mostly inhibitors. AID 720708, 2013; further: potency means the concentration at half of the fitted maximal effect; on the % scale 0 is the no-effect control and ±100 the full control effect; nearly all actives have a fitted effect of over 45% in size; many of its hits are not listed in these tables
Target sequence (Q8WZA2 whole entry, looked up): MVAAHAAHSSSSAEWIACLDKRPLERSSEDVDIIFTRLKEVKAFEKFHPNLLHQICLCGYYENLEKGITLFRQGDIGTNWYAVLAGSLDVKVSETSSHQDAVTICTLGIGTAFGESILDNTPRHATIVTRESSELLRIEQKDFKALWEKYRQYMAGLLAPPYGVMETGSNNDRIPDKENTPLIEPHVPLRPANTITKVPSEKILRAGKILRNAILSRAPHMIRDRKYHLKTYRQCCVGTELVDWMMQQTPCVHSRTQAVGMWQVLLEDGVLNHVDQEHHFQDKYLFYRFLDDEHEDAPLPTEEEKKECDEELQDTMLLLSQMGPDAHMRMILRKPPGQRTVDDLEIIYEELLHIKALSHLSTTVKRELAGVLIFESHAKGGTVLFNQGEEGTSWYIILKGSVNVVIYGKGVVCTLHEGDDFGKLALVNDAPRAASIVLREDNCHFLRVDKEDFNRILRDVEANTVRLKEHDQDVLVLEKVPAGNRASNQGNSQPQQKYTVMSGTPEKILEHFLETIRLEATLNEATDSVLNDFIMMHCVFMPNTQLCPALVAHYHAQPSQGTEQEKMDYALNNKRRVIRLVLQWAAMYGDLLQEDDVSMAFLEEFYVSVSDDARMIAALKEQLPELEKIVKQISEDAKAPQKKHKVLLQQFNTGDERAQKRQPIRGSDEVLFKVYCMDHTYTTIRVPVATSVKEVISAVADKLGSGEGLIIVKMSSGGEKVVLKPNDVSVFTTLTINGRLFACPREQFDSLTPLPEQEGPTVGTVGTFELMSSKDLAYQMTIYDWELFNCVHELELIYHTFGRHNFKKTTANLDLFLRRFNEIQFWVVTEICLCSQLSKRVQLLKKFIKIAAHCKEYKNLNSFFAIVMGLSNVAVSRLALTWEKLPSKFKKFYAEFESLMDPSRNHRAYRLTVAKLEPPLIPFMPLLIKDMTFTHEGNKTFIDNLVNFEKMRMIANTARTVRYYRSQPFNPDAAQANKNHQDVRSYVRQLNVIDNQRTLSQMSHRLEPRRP
Mm-Cpn inhibitor – Inhibitors of TCP-1 ring complex (TRiC) of Methanococcus maripaludis (MmCpn): qHTS | Chaperonin Mm-Cpn (Methanococcus maripaludis) | purified Mm-Cpn ATPase, ADP Transcreener TR-FRET | Potency, µM (titrated, usually from 76.9 µM), inactives show top-dose activity, negative = inhibition, actives largely listed as inhibitors | 0.031% of 330,000 active | AID 504842, 2011; further: potency means the concentration at half of the fitted maximal effect; on the % scale 0 is the no-effect control and ±100 the full control effect; nearly all actives have a fitted effect of over 80% in size
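Purified archaeal chaperonin (25 nM final) was preincubated with compound for 10 min at 37°C, then ATP (10 uM final) was added for 30 min at 37°C in Tris pH 7.4/KCl/MgCl2/DTT buffer. ADP was quantified by HTRF Transcreener TR-FRET.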
CCT modulator – High-Throughput Screening for Modulators of Cytosolic Chaperonin Activity | 0.3% of 360,000 active | purified chaperonin ATPase assay, HTRF ADP detection, 30 min | AID 651819, 2012 | activity change, % (test concentration not listed), hits read low; in the data active means activity change below about -30%; further: on the % scale 0 is the no-effect control and ±100 the full control effect
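We incubate TRiC, 40 or 20 nM final, with library compounds at 76 uM and 10 uM ATP for 30 min at 37 °C. ADP formed is detected with Transcreener HTRF reagents after 30 min at room temperature.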
EPAC2 agonist – qHTS for Agonist of cAMP-regulated guanine nucleotide exchange factor 4 (EPAC2): primary screen; Rap guanine nucleotide exchange factor 4 (Homo sapiens), Q8WZA2; EPAC2 activation, biochemical qHTS; response scale: 100% = 6.5 mM cAMP response; Potency, µM (highest dose often 154 µM), for inactives: at the highest dose activation, hits mostly activators; 0.079% of 360,000 active; AID 720711, 2013; further: potency means the concentration at half of the fitted maximal effect; nearly all actives have a fitted effect of over 50% in size
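Guanine nucleotide exchange by EPAC2 is measured as reduced fluorescence of BODIPY-GDP once it is released from 250 nM Rap1B. Plates are read kinetically for 30 min at room temperature; results are scaled to 6.5 mM cAMP.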
A549 tox – Nrf2 qHTS screen for inhibitors: counterscreen for cytotoxicity | A549 ARE-Fluc cells, CellTiter-Fluor viability, 18-24 h | Potency, µM (doses to about 46 µM), for inactives: at the highest dose activity change, negative = cytotoxicity, usual class: inhibitors | 0.16% of 390,000 active; further: potency means the concentration at half of the fitted maximal effect; on the % scale 0 is the no-effect control and ±100 the full control effect
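A549 ARE_Fluc cells in 5% FBS OPTI-MEM were exposed to compounds in concentration-response for 18-24 h at 37 deg C. Viability was read by CellTiter-Fluor fluorescence (Ex 405/Em 525) after 30 min, before the luciferase read.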
pAkt inh – HTS Assay for Inhibitors of Akt Phophorylation: Primary Screen; Neuro2A IGF-stimulated pAkt S473 HTRF, 20 min; hits give low values; activity change, % for hits at 50 µM; 0.32% of 360,000 active; AID 651550, 2012; in the data active means activity change below about -80%; inconclusive means mostly about -51% to -80%; further: on the % scale 0 is the no-effect control and ±100 the full control effect
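Neuro2A cells in DMEM with 0.5% FBS, overnight at 37 deg C, given compound at single 50 µM final, then IGF (6 nM final) for 20 min at 37 deg C. Lysed; phospho-Akt Ser473 by HTRF after 24 h, 665/615 ratio.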
An asterisk follows results filed as active; i = inactive; ? = inconclusive; nt = not tested or not shown; & = joins results of further samples; [ ] = another dose, or the depositor's remark. Unless noted, the call rests on the fitted dose curve; in most records, active means well fitted curve in the direction sought with a large enough effect; inconclusive means small, poorly fitted or top-dose-only effect, or another doubt; inactive means no such curve, though single readings can be large; an effect the other way counts as inactive or inconclusive.

SMILES | Nrf2 activator | TGFb SMAD3 inh | Nrf2 inh | EPAC2 antag | Mm-Cpn inhibitor | CCT modulator | EPAC2 agonist | A549 tox | pAkt inh
CCCC(NCC(=O)Nc1ccccc1C(=O)NC1CC1)c1ccccc1 (stereo not drawn) | -0.4% | -1% | -3% | -5% | 3% | -0.2 | -2% | 3% | i
COc1ccc(-n2c(Cc3cccn3C)nnc2SCC(=O)Nc2cccc(Cl)c2)cc1 | 2.8% | 1% | -7% | 2% | -11% | -2.2 | 6% | -1% | i
Oc1ccccc1/C=N/[n+]1ccccc1 | 0.1% | -13% | 16% | 3% | -3% | -0.9 | -1% | -5% | i
CCOC(=O)[C@@H]1[C@H]2COc3ccc(Br)cc3[C@@H]2N2C(=O)N(c3ccc(F)cc3)C(=O)[C@@]12C | -1.2% | -11% | -13% | -10% | 3% | 1.1 | 12% | -24% | i
O=C1CN(C(=O)CSc2nc3ccccc3c(=O)n2CC2CCCO2)c2ccccc2N1 (stereo not drawn) | -1.3% | 6% | ? | -5% | -2% | -0.7 | 11% | 1% | i
O=C(NCCN1C(=O)C2C3C=CC(C3)C2C1=O)Nc1cccnc1 (stereo not drawn) | -1.0% | 0% | 2% | 16% | 0% | 0.4 | -2% | 3% | i
CC(C)/C=N/NC(=O)c1ccc(Cl)cc1 | 0.9% | ? | 6% | -1%[57.1 µM] | 1% | 1.2 | 10% | 2% | i
CCN(C(=O)Nc1cn(CC(C)C)c(=O)c2ccccc12)c1cc(C)ccc1C | 0.1% | -2% | ? | nt | nt | nt | nt | 4% | nt
Cc1[nH]n(-c2ccccc2)c(=O)c1/C=N/N(C)c1ccccc1 | 8.9% | ? | ? | 7% | -3% | -0.3 | -12% | -4% | i
C#CCOc1ccc(Cl)cc1/C=N/O | 5.0% | -6% | -26% | -7% | 4% | -0.7 | 7% | 4% | i
Cc1ccc(C(=O)OCC(=O)N2CC(C)CC(C)C2)cc1S(=O)(=O)N1CCOCC1 (stereo not drawn) | -0.2% | 12% | -7% | -2% | 0% | -2.7 | -7% | 4% | i
COc1cccc(-n2c(SCc3c(C)noc3C)nnc2-c2cccc(S(=O)(=O)N(C)C)c2)c1 | 0.4% | 26% | -11% | 0% | 0% | 1.6 | -3% | -12% | i

Reformatted with two lines to a compound: 3 of the compounds above
Every second line gives: Nrf2 activator | TGFb SMAD3 inh | Nrf2 inh | EPAC2 antag | Mm-Cpn inhibitor | CCT modulator | EPAC2 agonist | A549 tox | pAkt inh
O=C1CN(C(=O)CSc2nc3ccccc3c(=O)n2CC2CCCO2)c2ccccc2N1 (stereo not drawn)
→ -1.3% | 6% | ? | -5% | -2% | -0.7 | 11% | 1% | i
O=C(NCCN1C(=O)C2C3C=CC(C3)C2C1=O)Nc1cccnc1 (stereo not drawn)
→ -1.0% | 0% | 2% | 16% | 0% | 0.4 | -2% | 3% | i
CC(C)/C=N/NC(=O)c1ccc(Cl)cc1
→ 0.9% | ? | 6% | -1%[57.1 µM] | 1% | 1.2 | 10% | 2% | i

(list continues)
SMILES | Nrf2 activator | TGFb SMAD3 inh | Nrf2 inh | EPAC2 antag | Mm-Cpn inhibitor | CCT modulator | EPAC2 agonist | A549 tox | pAkt inh
COc1cccc(CNc2nc(SC)ncc2CO)c1 | 2.2% | 0% | ? | -6% | -1% | -2.1 | -3% | -3% | i
Cc1ccc(CNC(=O)C2CCCN2C(=O)Nc2ccc(F)cc2)cc1 (stereo not drawn) | -0.8% | 5% | -19% | 8% | 0% | -1.8 | 9% | -14% | i
CCOC(=O)c1c(NC(=O)CCS(=O)(=O)c2ccccc2)sc2c1CCN(C(C)C)C2 | ? | ? | 6% | 1% | 0% | 0.3 | 0% | -11% | i
COc1ccccc1N1CCN(C(=O)c2cc3ccc4ccc(C)[nH]c4c3n2)CC1 | -0.8% | ? | -13% | nt | nt | nt | nt | -3% | nt
CCc1ccccc1NC(=O)NC1CCCCCCC1 | -0.6% | 1% | -5% | -7% | -6% | 0.3 | 1% | 0% | i
Cc1ccc(-c2cnco2)cc1 | -1.1% | -12% | -19% | 12% | -1% | 0.9 | 1% | 0% | i
c1ccc2c(-c3ccncc3)c[nH]c2c1 | 0.3% | -3% | ? | 7% | -1% | -2.2 | 1% | -10% | i
COc1ccc(-c2cc(C)no2)cc1S(=O)(=O)NCCc1ccco1 | 9.8% | -6% | -31% | -11% | 1% | -1.9 | 6% | -9% | i
CCCOC(=O)c1cc2ccccc2oc1=O | 11% | 0% | -5% | 0% | 1% | -5.8 | 5% | -1% | i
CN(C)c1ccc(/C=C/C(=O)c2cc(Cl)ccc2O)cc1 | 5.6% | 21% | nt | -11% | -4% | 0.3 | 12% | 2% | i
c1ccc(-c2n[nH]c(-c3ccccn3)n2)nc1 | 0.5%&0.2% | -4%&-7% | ? | -5%&5% | 1%&0% | -0.8&-1.0 | 15%&0% | 4%&1% | i
CC(C)CNC(=O)C1Nc2ccc(OC(F)(F)F)cc2C2C=CCC12 (stereo not drawn) | 4.1% | 1% | ? | -24% | nt | -1.2 | -12% | -20% | i
CC(C)NCC(O)c1ccc2ccccc2c1 (stereo not drawn) | -1.1% | 23% | 3% | -21% | -6% | -0.4 | 6% | -6% | i
Nc1nc(NCc2ccco2)nc(NC2CCCCC2)c1[N+](=O)[O-] | 6.5% | 11% | 3% | 5% | 0% | -2.8 | 8% | 0% | i
CCCNC(=O)/C=C/c1ccc(C(C)C)cc1 | 5.7% | -18% | 21% | 2% | -1% | 3.6 | -2% | -2% | i
CC(=O)N1c2ccc(S(=O)(=O)N3CCCC3)cc2CC1C(=O)NCc1ccc(N(C)C)cc1 (stereo not drawn) | -0.2% | 10% | 0% | -2% | -1% | 0.4 | 1% | 0% | i
COc1cccc(CNC(=O)c2cccn2-c2nnc(N3CCCC3)s2)c1 | -0.6% | ? | -27% | nt | nt | nt | nt | -15% | nt
S=C1N(c2ccccc2)CN(C2CCCCC2)CN1c1ccccc1 | 3.0% | -36% | 1% | 23% | 2% | -1.0 | 10% | 2% | i
CCN(Cc1nc2ccccc2c(=O)[nH]1)Cc1nc2ccsc2c(=O)[nH]1 | 3.7% | ? | ? | 6% | 4% | -4.1 | 10% | -3% | i
CNC(=S)N1CCC(Cc2ccccc2)CC1 | -1.2% | 6% | -19% | 2% | 0% | 0.0 | 9% | -8% | i
CCOC(=O)/C(C#N)=C/c1ccc(-c2ccccc2)o1 | 23% | 34%[activator] | 11% | nt | nt | nt | nt | 3% | nt
CCOc1ccc(Nc2nc3ccccc3n3cnnc23)cc1 | 5.1% | ? | -9% | -5% | 0% | 0.5 | -6% | 2% | i
CC(C)(C)Cc1nnc(NS(=O)(=O)c2ccc([N+](=O)[O-])cc2)s1 | -0.1% | -26% | -10% | -1% | -2% | -1.2 | -8% | -1% | i
CC(C)CC(=O)N/C(N)=N/c1nc2ccccc2s1 | 3.4% | ? | nt | -1% | 1% | -1.3 | 12% | -2% | i
Cc1ccc(S(=O)(=O)N(CC(=O)NCc2ccco2)Cc2ccc(F)cc2)cc1 | -0.2% | -6% | -12% | 11% | -4% | -12 | 7% | 2% | i
O=C(O)CSc1cc(C(F)(F)F)nc(-c2ccccn2)n1 | 0.3% | 2% | ? | -4% | 0% | 0.7 | 4% | -9% | i
CC1CC(C)CN(S(=O)(=O)N2CCCC(C(=O)NCCCN3CCCCC3C)C2)C1 (stereo not drawn) | -0.7% | -4% | 1% | 5% | 0% | -1.2 | -3% | 3% | i
CCCCCNCc1ccc(Cl)cc1 | -0.4% | -1% | -1% | -3% | -1% | -2.9 | 0% | 1% | i
O=C(C1CC(=O)N(C2CCCC2)C1)N1CCN(c2ccccc2)CC1 (stereo not drawn) | 0.1% | 0% | 4% | -13% | 4% | -2.2 | 10% | 0% | i
CNC(=O)c1ccc(Oc2ccc(C(=O)NC)cc2)cc1 | -0.4% | 19% | nt | 11% | 0% | 0.3 | 3% | -1% | i
N#Cc1ccc(OCC(=O)N(C2CCCCC2)C2CCS(=O)(=O)C2)cc1 (stereo not drawn) | -0.4% | -7% | 8% | 4% | -1% | -1.1 | 6% | 3% | i
O=C(c1cc(-c2ccco2)nn1-c1cccc(Cl)c1)N1CCCCC1 | 18% | 0% | nt | 3% | -2% | 2.4 | 8% | -2% | i
O=S1(=O)N[C@@H](CC2=CCCCC2)C2CCCCC2O1 (stereo partly drawn) | 3.5% | -2% | 15% | -2% | 0% | -1.0 | 11% | -3% | i
COc1cc(/C=C2/CCc3ccccc3C2=O)cc(OC)c1OC | ? | -22% | 15µM* | -14% | -1% | -3.5 | 1% | -17% | i

Results in Nrf2 activator, for 5 of the compounds above:
SMILES	Nrf2 activator
CCCOC(=O)c1cc2ccccc2oc1=O	11%
Nc1nc(NCc2ccco2)nc(NC2CCCCC2)c1[N+](=O)[O-]	6.5%
CN(C)c1ccc(/C=C/C(=O)c2cc(Cl)ccc2O)cc1	5.6%
Cc1ccc(S(=O)(=O)N(CC(=O)NCc2ccco2)Cc2ccc(F)cc2)cc1	-0.2%
CC(C)/C=N/NC(=O)c1ccc(Cl)cc1	0.9%

Screening results from PubChem BioAssay.

This is a subset (hit frequency here may not be typical).
